Assay outcomes from PubChem BioAssay.
Pf growth 96h: Primary qHTS for delayed death inhibitors of the malarial parasite plastid, 96 hour incubation. Potency, µM (highest dose often 28.7 µM), for inactives: at the highest dose activity change, negative = inhibition, actives largely listed as inhibitors. 6.9% of 320,000 active. P. falciparum luciferase reporter growth, 96 h; also: potency is read from the fitted curve at half-maximal effect; % is scaled to controls: 0 for no effect and ±100 for the full control effect
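Two-generation exposure (96 h) targets delayed-death phenotype. Reporter parasites carrying integrated firefly luciferase, in red cells at 2% hematocrit and 0.05% parasitemia final, kept at 37 C, 5% CO2; luminescence loss indicates inhibition.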
HCV inh: qHTS Assay for Inhibitors of Hepatitis C Virus (HCV); Huh7.5.1 HCVcc-Cre infection, luciferase reporter, 44 h; Potency, µM (titrated, usually from 41.8 µM), without a hit: top-dose activity change, negative = inhibition, most hits filed as inhibitors; 3.4% of 340,000 active; AID 651820, 2012; also: potency is read from the fitted curve at half-maximal effect; % is scaled to controls: 0 for no effect and ±100 for the full control effect
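Infectious HCV cell culture screen: compound-treated cells (1,000/well, pre-plated 4 h) are infected with HCVcc-Cre at roughly 0.5 moi and grown 44 h. Infection is quantified by luciferase signal after 15 min substrate incubation at room temperature.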
LmPK inhibitor: qHTS Assay for Inhibitors of Leishmania Mexicana Pyruvate Kinase (LmPK); Potency, µM (series often up to 57.5 µM), without a hit: at the highest dose activity change, negative = inhibition, usual class: inhibitors; purified LmPK, Kinase-Glo ATP luminescence, 1 h; 0.37% of 290,000 active; Q27686; also: potency is read from the fitted curve at half-maximal effect; % is scaled to controls: 0 for no effect and ±100 for the full control effect
Target sequence (Q27686 whole entry, looked up): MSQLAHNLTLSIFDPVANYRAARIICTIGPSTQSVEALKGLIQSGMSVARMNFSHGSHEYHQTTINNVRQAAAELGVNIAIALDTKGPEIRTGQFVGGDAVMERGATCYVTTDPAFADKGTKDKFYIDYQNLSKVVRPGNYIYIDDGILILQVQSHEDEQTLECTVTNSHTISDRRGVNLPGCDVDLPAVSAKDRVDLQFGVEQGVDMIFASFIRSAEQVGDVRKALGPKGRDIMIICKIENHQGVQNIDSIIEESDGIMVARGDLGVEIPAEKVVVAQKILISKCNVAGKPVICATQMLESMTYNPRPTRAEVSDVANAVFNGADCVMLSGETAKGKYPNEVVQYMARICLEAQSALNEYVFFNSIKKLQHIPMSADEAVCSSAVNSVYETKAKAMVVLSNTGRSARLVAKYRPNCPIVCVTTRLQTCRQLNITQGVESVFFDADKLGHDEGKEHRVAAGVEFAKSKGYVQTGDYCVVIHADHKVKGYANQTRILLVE
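ATP generated from ADP (0.1 mM) and PEP (0.5 mM) by 0.1 nM LmPK over 1 h at room temperature (pH 7.2 imidazole buffer) was detected by coupled luciferase luminescence. Values were normalized to uninhibited and no-enzyme wells.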
Cycloheximide cs: Cycloheximide Counterscreen for Small Molecule Inhibitors of Shiga Toxin | 12% of 300,000 active | max response, % | cell reporter, cycloheximide protein synthesis inhibition counterscreen; in the data active = max response mostly above about 13%, no sharp cut-off; inactive = mostly below about 14%; also: read at 38.3 µM for the half of the compounds with a filed dose; 0% is about no effect
TbPYK inhibitor: qHTS of Trypanosoma Brucei Inhibitors | 0.12% of 410,000 active | TbPYK enzyme, Kinase-Glo Plus ATP luminescence, 45 min | pyruvate kinase (Trypanosoma brucei), Q57TT1 | AID 624173, 2012 | Potency, µM (top dose mostly 76.8 µM), inactives show top-dose activity, negative = inhibition, usual class: inhibitors; also: potency is read from the fitted curve at half-maximal effect; % is scaled to controls: 0 for no effect and ±100 for the full control effect; nearly all actives have a fitted effect of over 50% in size
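Assay buffer: 50 mM TEA pH 7.2, 100 mM KCl, 10 mM MgCl2, 0.05% BSA, 0.01% Tween-20. Pyruvate kinase from T. brucei plus substrate met compound, then ADP (130 uM final). Luminescence was read post 45 min RT.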
Shiga toxin inh: A qHTS for Small Molecule Inhibitors of Shiga Toxin | Vero cells, Shiga toxin protein synthesis inhibition reporter | inhibition, % at 38.7 µM | 9.2% of 290,000 active | AID 2315, 2010; in the data active = inhibition mostly above about 28%, no sharp cut-off; inactive = mostly below about 43%; also: 0% is about no effect
Pf growth 48h: Primary qHTS for delayed death inhibitors of the malarial parasite plastid, 48 hour incubation. P. falciparum luciferase growth in erythrocytes, 48 h. Potency, µM (doses to about 28.7 µM), for the others: at the highest dose activity change, negative = inhibition, most hits filed as inhibitors. 5.9% of 310,000 active. AID 504832, 2011; also: potency is read from the fitted curve at half-maximal effect; % is scaled to controls: 0 for no effect and ±100 for the full control effect
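Read-out is firefly luciferase luminescence from an integrated reporter in P. falciparum, so falling signal marks reduced parasite growth. Infected erythrocytes were at 2% hematocrit and 0.1% parasitemia (final) in Albumax-supplemented RPMI 1640.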
Numbers without * were called inactive; i = inactive; ? = inconclusive; . = not tested or not shown; & = joins results of further samples; [ ] = remark or other dose. Unless noted, calls follow the shape of the dose curve; as a rule, active = well fitted curve in the direction sought with a large enough effect; inconclusive = small, poorly fitted or top-dose-only effect, or another doubt; inactive = no such curve, though single readings can be large; an effect the other way counts as inactive or inconclusive. This is a random part of the collection; 24% or so of the library scored in one or more.

Structure,Pf growth 96h,HCV inh,LmPK inhibitor,Cycloheximide cs,TbPYK inhibitor,Shiga toxin inh,Pf growth 48h
CC(=O)c1ccc(OCC(=O)OC(C)C(=O)NC2CCCCC2)cc1 (stereo unspecified),-8.1%,17.9%,.,.,14.0%,.,-26.6%
CC(C)CCOCC(=O)Nc1cccc(C(=O)O)c1,196.2%[activator],4.1%,-0.7%,105.1*,2.5%,120.4*,272.0%[activator]
O=C(NCC(=O)N(c1ccc(Cl)cc1)C(C(=O)NC1CCCC1)c1ccncc1)c1ccco1 (stereo unspecified),8.7%,-1.4%,-1.9%,-5.1,-1.7%,2.5,-11.3%
OCCCNc1nc(-c2ccc(Cl)cc2)nnc1-c1ccc(Br)cc1,?,?,-2.5%,-4.0,-3.1%,-4.0,-29.8%
COc1ccc(C2C=C(c3ccccc3)Nc3nc(CCCO)nn32)cc1 (stereo unspecified),?,2.9%,4.3%,8.2,-9.3%,-6.8,?
CCOC(=O)/C(=C\C=C\N1CCOCC1)C(C)=O,17.6%,20.7%,-2.1%,7.7,3.9%,2.9,27.3%
CC(=O)c1ccc(NC(=O)C(C)OC(=O)c2ccc3c(c2)nc(C)n3-c2ccccc2)cc1 (stereo unspecified),21.0%,?,-1.8%,28.5*,1.2%,44.6*,0.9%
COc1ccc(NC(=O)COc2ccc(S(=O)(=O)N3CCOCC3)cc2C)cc1OC,?,?,8.3%,-1.8,-28.9%,24.5,-2.8%
O=C(COc1ccc(-n2cnnn2)cc1)N1CCN(c2ccc(F)cc2)CC1,-2.9%,-21.3%,-1.7%,-1.1,-1.3%,11.9,1.2%
Cc1ccc2c(N)c(C(=O)c3ccccc3)sc2n1,142.7%[activator],?,-1.8%,29.0*,1.7%,87.1*,82.9%[activator]
Cc1cc2[nH]c(=S)[nH]c2cc1C,3.9%,0.5%,-5.2%,4.3,?,-4.3,-4.7%
CCCC(=O)Nc1nc(C(=O)OCC)cs1,-4.8%,1.4%,0.6%,17.9*,0.0%,32.2,60.6%[activator]
Oc1ccc(/C=N/N(c2ccccc2)c2ccccc2)cc1O,-93.5%,-17.1%,-12.6%,6.7,?,-21.7,?
COc1ccccc1Nc1n[nH]c(=S)s1,18.3%,16.4%,-5.7%,-2.9,?,1.5,11.4%
COc1ccccc1NC(=O)c1cc(C)nc2ccccc12,-12.5%,-11.7%,2.7%,-2.6,-1.1%,-2.2,9.8%
COCCCNC(=O)C1CC(=O)N(C2CCCC2)C1 (stereo unspecified),10.4µM*,3.7%,0.1%,-8.4,1.5%,-23.0,2.0%
CCn1c(CNS(=O)(=O)c2ccc(Cl)cc2)n[nH]c1=S,4.4%,3.2%,4.9%,-1.9,?,-9.9,3.0%
CCCCN(Cc1nc2ccccc2c(=O)[nH]1)C(=O)CN1C(=O)NC2(CCCCC2)C1=O,?,0.3%,.,.,0.0%,.,?
Cc1ccc(CONC(=O)c2ccccc2Cl)cc1,32.2%[activator],17.5%,.,.,-4.6%,.,50.5%[activator]
Cc1nc2cc(-c3ccc(Cl)cc3)nn2c(C)c1CCC(=O)NC(C)c1ccc2c(c1)OCCO2 (stereo unspecified),?,?,-1.8%,0.9,-0.1%,-14.9,?
Cn1c2ccccc2c(=O)c2c(=O)n(C3CCCCCC3)c(C3CCCCC3)nc21,10.4µM*,0.8%,1.4%,-5.6,-0.7%,-13.1,8.28µM*
Cc1cccc(OCC(=O)Nc2ccc3oc(=O)ccc3c2)c1,-0.9%,-19.9%,-6.6%,14.2,1.7%,17.2,24.3%
COc1ccc(NS(=O)(=O)/C=C/c2ccccc2)cc1,19.9%,-4.9%,2.7%,-5.3,5.0%,-10.8,2.2%
CC(C)Oc1ccc(CNC(=O)Cn2c(=O)oc3ccccc32)cc1,?,-27.4%,-0.4%,10.3,0.0%&0.7%,14.7,.
Cc1oc2c(c1C(=O)Nc1cccc(C(=O)O)c1)CCCC2,66.6%[activator],-0.7%,7.3%,14.1,1.9%,74.6,.
O=c1c2c3c(sc2nc2sc(C4CC4)nn12)CCCC3,44.9%[activator],5.9%,-8.7%,33.2*,-8.3%,53.6,65.1%[activator]
COc1cccc(N(C(=O)CNC(=O)c2ccco2)C(C(=O)NC2CCCC2)c2cccnc2)c1 (stereo unspecified),-1.6%,14.5%,-5.9%,-4.3,11.7%,-7.5,3.1%
Cc1ccc(C2/C(=C(/O)c3ccc4c(c3)CC(C)O4)C(=O)C(=O)N2CCCn2ccnc2)cc1 (stereo unspecified),?,-5.3%,-6.5%,4.7,-12.7%,-7.1,11.6%
CC(C)Cn1c(N)c(C(=O)COC(=O)c2c(F)cccc2F)c(=O)n(C)c1=O,10.4%,-29.5%,-0.1%,1.5,5.0%,-5.8,-18.2%
CC/C(CC(=O)C(F)(F)F)=N\NC(=O)/C(C#N)=C/N(C)C,?,10.0%,-3.5%,-1.4,-6.4%,10.8,21.2%
CCC/C(=N\NC(=O)C1CC1)c1ccc(Br)cc1,25.1%,4.1%,-1.2%,2.8,0.2%,6.5,?
O=C(COC(=O)C1=COCCO1)Nc1ncc(C(F)(F)F)cc1Cl,?,-0.3%,-0.6%,-1.3,1.8%,-15.5,9.1%
O=C1NC(=O)C2(CCCc3ccccc32)N1 (stereo unspecified),-25.8%,-21.7%,-7.8%,-2.9,4.4%,-5.4,13.8%
C=CCNC(=S)Nc1nc2c(cc1C(=O)OCC)COC(C)(C)C2,-8.7%,-16.3%,-0.8%,6.8,-4.0%,14.5,7.9%
CCOc1cccc2c1OC1(C)CC2NC(=O)N1c1cccc(C(=O)NCc2ccccn2)c1 (stereo unspecified),16.0%,13.2%,-7.9%,-3.1,5.9%,8.4,2.1%
COc1cc(N2CCOCC2)ccc1/C=C1\C(=O)NC(=O)N(Cc2cccs2)C1=O,-6.1%,19.9%,2.3%,5.0,-28.6%,31.4,-2.2%
COc1ccccc1N1CCN(c2ccc([N+](=O)[O-])nc2)CC1,25.3%,-13.5%,2.0%,12.7,2.6%,34.5,12.4%
O=C(CCC(=O)N1CCOc2ccccc21)N1CCCCC1,?,5.6%,-2.6%,-1.8,8.2%,-2.9,43.3%[activator]
Cc1ccc(S(=O)(=O)N2CCCOC2)cc1,.,13.6%,5.8%,5.4,3.5%,-24.6,7.6%
Cc1ccc2c(c1)N(CC(=O)NC1CCCCC1C)C(=O)CO2 (stereo unspecified),64.8%[activator],-1.0%,-2.7%,-2.6,.,-13.6,32.3%[activator]
c1cc2[nH]snc2c2nc(C3CC3)nc12,62.1%[activator],?,-25.1%,28.1*,-20.3%,31.2,19.5%
COc1ccc(OC)c(S(=O)(=O)NCCc2cn3ccsc3n2)c1,-8.4%,-24.4%,0.5%,-1.2,-7.8%,-1.6,-21.9%
CC(CCc1ccc(O)cc1)NCCc1ccc(O)c(O)c1 (stereo unspecified),1.51µM*,?,.,-2.2,0.0%&-5.7%,-1.9,?
CC(=O)c1ccc(-c2nnc(CCC(=O)N(C)Cc3cccc4cnccc34)o2)s1,?,-3.7%,0.0%,-3.2,5.8%,6.5,?
CCN1CCN(c2ccc(S(=O)(=O)N3CCCCC3)cc2NC(=O)/C=C/c2cc(OC)ccc2OC)CC1,?,-1.1%,0.7%,-4.9,1.0%,8.7,?
Cc1ccc(NC(=O)Nc2c(Cl)cccc2Cl)cn1,5.7%,-16.9%,2.6%,4.8,5.1%,23.3,-19.7%
O=C(CSc1ccccc1)Nc1cccc(S(=O)(=O)N2CCCC2)c1,-42.7%,-7.2%,2.3%,10.2,0.3%,13.3,38.2%[activator]
O=C(COc1ccccc1Br)N1CCN(C(=O)c2ccco2)CC1,?,-3.4%,0.9%,-3.4,-0.3%,-3.9,-9.0%
COc1ccc(Cn2c(=O)sc3ccccc3c2=O)cc1,?,14.6%,-1.6%,7.7,-0.4%,4.3,i
O=c1[nH]cnc2ccsc12,12.5%,14.5%,4.4%,-1.3,-13.3%,-5.1,11.1%
Cc1cc(Cn2nc(-c3ccccc3C)cc2C(=O)O)on1,26.2%,?,.,.,-1.6%,.,37.2%[activator]
O=c1oc(/C=C/c2ccccc2)nc2ccccc12,59.5%[activator],27.8%,-0.1%,-2.5,-14.4%,-3.2,-17.6%
CCCOC(=O)Nc1cc(OC)c(Cl)cc1OC,37.3%[activator],?,0.2%,-2.2,0.8%,-7.7,3.9%
NC(=O)CSc1nnc(-c2cccc(S(=O)(=O)N3CCOCC3)c2)n1C1CCCCCC1,?,-9.7%,-2.5%,-4.5,?,-15.3,.
Cc1nnc(NC(=O)C2(c3ccccc3)CCOCC2)s1,?,9.6%,-6.9%,-5.0,-2.0%,-4.8,-0.7%
CCC(=NCc1ccco1)c1c(O)n(-c2ccccc2C)c(=O)[nH]c1=O,?,12.9%,-0.5%,1.2,6.3%,-10.3,27.8%

8 entries from above, with two lines to a compound:
Under each structure: Pf growth 96h	HCV inh	LmPK inhibitor	Cycloheximide cs	TbPYK inhibitor	Shiga toxin inh	Pf growth 48h
> COc1ccccc1N1CCN(c2ccc([N+](=O)[O-])nc2)CC1
    25.3%	-13.5%	2.0%	12.7	2.6%	34.5	12.4%
> O=C(CCC(=O)N1CCOc2ccccc21)N1CCCCC1
    ?	5.6%	-2.6%	-1.8	8.2%	-2.9	43.3%[activator]
> Cc1ccc(S(=O)(=O)N2CCCOC2)cc1
    .	13.6%	5.8%	5.4	3.5%	-24.6	7.6%
> Cc1ccc2c(c1)N(CC(=O)NC1CCCCC1C)C(=O)CO2 (stereo unspecified)
    64.8%[activator]	-1.0%	-2.7%	-2.6	.	-13.6	32.3%[activator]
> c1cc2[nH]snc2c2nc(C3CC3)nc12
    62.1%[activator]	?	-25.1%	28.1*	-20.3%	31.2	19.5%
> COc1ccc(OC)c(S(=O)(=O)NCCc2cn3ccsc3n2)c1
    -8.4%	-24.4%	0.5%	-1.2	-7.8%	-1.6	-21.9%
> CC(CCc1ccc(O)cc1)NCCc1ccc(O)c(O)c1 (stereo unspecified)
    1.51µM*	?	.	-2.2	0.0%&-5.7%	-1.9	?
> CC(=O)c1ccc(-c2nnc(CCC(=O)N(C)Cc3cccc4cnccc34)o2)s1
    ?	-3.7%	0.0%	-3.2	5.8%	6.5	?
